PPARg SRC2 recr = agonists of PPARg-SRC-2 recruitment, primary screen, biochemical, HTS; Peroxisome proliferator-activated receptor gamma (Homo sapiens), P37231; PPARgamma LBD-SRC-2 recruitment; activation, % at 8 µM; hit rate 0.34% among 200,000; in the data active means activation above about 22%;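 further: 0% = vehicle and 100% = reference agonist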
ROMK primary = ROMK potassium channel modulators, primary screen, cell-based, thallium flux, MLSMR library; B-score at 10 µM; ATP-sensitive inward rectifier potassium channel 1 (Homo sapiens), P48048; Tet-inducible ROMK, thallium flux fluorescence; actives lie on both sides; hit rate 2% among 130,000;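 active means signal ratio slope over the read window, or its plate-corrected B-score, at least 3 SD from the plate mean, either direction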;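 further: B-score of the F/F0 ratio slope over 7 to 12 s after thallium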
bIAP inh = bovine intestinal alkaline phosphatase inhibitors, primary screen, selectivity assay for TNAP inhibitor project, biochemical, bovine IAP, CDP-star luminescence | inhibition, % at 20 µM | alkaline phosphatase, intestinal [Bos taurus] | purified bovine IAP, 30 min | 190,000 tested, under 10 active;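 active means over 50% inhibition of intestinal alkaline phosphatase at 20 µM in the single-dose screen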
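test system = bovine IAP enzyme | medium = DEA buffer 100 mM, pH 9.8, with MgCl2 1.0 mM, ZnCl2 0.02 mM | detection = luminescence | dosing = single compound dose of 20 µM, 2% DMSO final | incubation = 30 min reaction at room temperature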
PPARg SRC-3 ag = PPARgamma agonists recruiting SRC-3 coactivator, primary screen, biochemical | AID 731, 2007 | activation, % at 8 µM | biochemical PPARgamma/SRC-3 coactivator recruitment assay | Peroxisome proliferator-activated receptor gamma (Homo sapiens), P37231 | hit rate 0.26% among 200,000; in the data active means activation above about 23%;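 further: 0% = DMSO and 100% = reference agonist; some compounds past the cut are filed as inactive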
L major viab = Leishmania major promastigote growth inhibition, primary screen; Leishmania major promastigotes, resazurin fluorescence viability; hit rate 9% among 200,000; AID 1063, 2008; inhibition, % at 10 µM; in the data active means inhibition above about 50%;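 further: promastigotes grown with compound for 44 hours at 28 °C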
TLR4-MyD88 BLA = inhibitors of TLR4-MyD88 association in cells, primary screen, cell-based, HeLa CL3-4, BLA complementation, FRET ratio. inhibition, % at 8.4 µM. HeLa CL3-4 TLR4/MyD88 BLA complementation. AID 861, 2007. hit rate 0.18% among 200,000; in the data active means inhibition above about 25%;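 further: 0% = vehicle and 100% = reference inhibitor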
Target sequence (O00206 whole entry, looked up): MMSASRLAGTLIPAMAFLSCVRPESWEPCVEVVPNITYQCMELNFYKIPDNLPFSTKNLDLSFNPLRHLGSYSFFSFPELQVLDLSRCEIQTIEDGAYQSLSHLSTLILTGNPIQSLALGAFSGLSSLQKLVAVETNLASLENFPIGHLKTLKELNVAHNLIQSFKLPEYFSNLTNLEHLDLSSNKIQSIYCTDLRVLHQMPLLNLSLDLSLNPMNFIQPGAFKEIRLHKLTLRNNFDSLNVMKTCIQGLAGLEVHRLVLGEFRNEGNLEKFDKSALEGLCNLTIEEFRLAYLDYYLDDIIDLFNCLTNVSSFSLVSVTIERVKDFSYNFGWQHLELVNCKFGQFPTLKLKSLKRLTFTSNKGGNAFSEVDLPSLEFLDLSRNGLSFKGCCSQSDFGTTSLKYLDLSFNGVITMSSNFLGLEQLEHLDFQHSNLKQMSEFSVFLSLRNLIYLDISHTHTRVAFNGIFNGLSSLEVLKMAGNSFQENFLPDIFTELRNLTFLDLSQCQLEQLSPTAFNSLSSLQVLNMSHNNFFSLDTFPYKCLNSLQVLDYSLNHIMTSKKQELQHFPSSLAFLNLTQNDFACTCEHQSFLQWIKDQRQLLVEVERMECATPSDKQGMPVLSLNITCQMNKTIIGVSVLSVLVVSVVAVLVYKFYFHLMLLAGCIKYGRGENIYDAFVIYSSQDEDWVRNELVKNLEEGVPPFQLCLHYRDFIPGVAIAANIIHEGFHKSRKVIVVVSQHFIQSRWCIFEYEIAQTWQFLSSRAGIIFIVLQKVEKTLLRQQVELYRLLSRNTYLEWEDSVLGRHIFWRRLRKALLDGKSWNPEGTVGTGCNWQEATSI
Target sequence (Q99836 whole entry, looked up): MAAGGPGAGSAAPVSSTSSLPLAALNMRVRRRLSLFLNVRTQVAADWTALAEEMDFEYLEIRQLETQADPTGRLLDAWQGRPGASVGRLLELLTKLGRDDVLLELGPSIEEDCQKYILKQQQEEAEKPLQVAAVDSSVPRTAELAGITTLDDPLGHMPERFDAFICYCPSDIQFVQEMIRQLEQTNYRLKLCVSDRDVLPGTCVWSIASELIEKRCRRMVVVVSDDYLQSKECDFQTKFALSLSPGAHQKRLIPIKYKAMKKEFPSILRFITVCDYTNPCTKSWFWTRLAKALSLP
DTT redox prof = compounds producing H2O2 with reducing agent – biochemical, NIH compound library profiling, artefact control for MLSCN library redox annotation, primary screen | DTT-dependent redox cycling H2O2, phenol red/HRP absorbance; 100% = 100 µM peroxide control, 0% = buffer | activation, % at 10 µM | hit rate 0.03% among 200,000 | AID 878, 2007;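 active means activation of at least 50% relative to the plate's high and low controls in the primary single-dose screen; inactive means activation below 50%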;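 further: compound incubated with DTT at 0.8 mM final as the reducing agent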
PPARg SRC-1 ag = PPARgamma agonists recruiting SRC-1 coactivator, primary screen, biochemical | Peroxisome proliferator-activated receptor gamma (Homo sapiens), P37231 | activation, % at 8 µM | PPARgamma-SRC-1 coactivator recruitment biochemical assay | hit rate 0.41% among 200,000; in the data active means activation above about 19%;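 further: 0% = DMSO and 100% = reference agonist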
bIAP act = bovine intestinal alkaline phosphatase activators, primary screen, biochemical, bovine IAP, CDP-star luminescence; alkaline phosphatase, intestinal [Bos taurus]; purified bovine IAP, 30 min; hits give high values; fold of DMSO-control signal, blank-subtracted; activation factor at 20 µM; hit rate 0.17% among 200,000; AID 1016, 2008;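 active means activation factor of 2 or more at 20 µM, a signal rise over negative controls twice the positive control's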
S1P3 antagonist = S1P3 receptor antagonists, primary screen, cell-based; AID 485, 2006; Sphingosine 1-phosphate receptor 3 (Homo sapiens), Q99500; CHO S1P3 NFAT-BLA reporter, FRET fluorescence, antagonist mode; inhibition, % at 4.98 µM; hit rate 0.27% among 170,000;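 active means inhibition above the plate cutoff, the mean inhibition of test wells on that plate plus 3 SD, cut at about 28% in these data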;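 further: cells challenged with S1P at its EC80 of 0.8 µM; blue over green emission ratio from cleaved BLA substrate after 4 h stimulation; 0% = S1P-stimulated wells and 100% = unstimulated DMSO-only wells; some compounds past the cut are filed as inactive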
TR-FRET SRC-2 ct = TR-FRET signal artefacts, primary screen, artefact control for PPARgamma SRC-2 agonist project, biochemical; TR-FRET artefact counter-screen; hits give high values; TR-FRET ratio at 8 µM; hit rate 0.4% among 200,000; in the data active means TR-FRET ratio above about 2000; further: inactives centre near 1500
Active calls of the source: *; nt = not tested or not shown. A portion of the library. The share of hits here may be higher or lower than overall.

SMILES,PPARg SRC2 recr,ROMK primary,bIAP inh,PPARg SRC-3 ag,L major viab,TLR4-MyD88 BLA,DTT redox prof,PPARg SRC-1 ag,bIAP act,S1P3 antagonist,TR-FRET SRC-2 ct
CN1CCN(c2c[nH]c(=O)[nH]c2=O)CC1,4,nt,1,6,-5,-9,-3.2,3,1,2,1577
COC(=O)CNC(=O)c1cn(CCC#N)nc1-c1ccc(F)cc1,4,1.6,10,5,-5,9,-0.1,2,0.9,-9,1441
O=[N+]([O-])[N-][n+]1cnn(Cc2ccccc2)c1,9,1.2,-19,3,-8,-6,-1.0,6,1.2,3,1595
COc1ccc(NP(=O)(Oc2ccc(Cl)cc2)Oc2ccc(Cl)cc2)cc1OC,-1,-0.038,-8,3,10,-7,0.1,0,1.1,-6,1562
CCCCn1c(O)c(C(CC)=NC(C)c2ccccc2)c(=O)[nH]c1=O (centres undefined),5,nt,12,-4,4,6,1.5,9,0.9,nt,1626
NC(=O)c1ccc(N=Nc2c(O)[nH]c(=O)[nH]c2=O)cc1,-4,nt,17,2,-6,0,0.3,-4,0.8,-4,1474
NC(=O)c1c(NC(=O)c2ccc(S(=O)(=O)N(CCCl)CCCl)cc2)sc2c1CCCCC2,0,1.2,9,-4,36,6,0.2,5,0.9,-3,1482
OC(c1ccccc1)(c1ccccc1)c1ccncc1,8,-0.11,-4,8,-1,4,-0.4,-8,1,-9,1646
CC1=CC(=O)OC2CC3OC4C[C@@H](C)C5OC6CC7O[C@]8(C)C/C=C\C9OC%10CC%11OC(CC(C)CO)CC(O)[C@]%11(C)OC%10CC9OC8C[C@]7(C)O[C@]6(C)CCC5OC4C[C@]3(C)OC12 (some centres undefined),4,nt,-12,-1,26,-11,-0.6,0,1.1,-11,1497
Cc1cc(C)cc(-n2c(C)cc(/C=C3\C(=O)NC(=O)N(C)C3=O)c2C)c1,1,-0.027,10,5,1,3,0.1,-1,0.9,-12,1249
CC(C)c1ccc(N2C(=O)NC(=O)/C(=C\c3cnc(-c4ccccc4)nc3)C2=O)cc1,0,nt,1,-4,-5,8,-4.3,-3,1,nt,1450
COc1ccc(CCNC2CCCCC2)cc1,-3,-0.47,7,-1,20,-13,0.0,3,0.9,-13,1604

Complete entries, quoted from the list. Order of values: PPARg SRC2 recr | ROMK primary | bIAP inh | PPARg SRC-3 ag | L major viab | TLR4-MyD88 BLA | DTT redox prof | PPARg SRC-1 ag | bIAP act | S1P3 antagonist | TR-FRET SRC-2 ct
Results for NC(=O)c1ccc(N=Nc2c(O)[nH]c(=O)[nH]c2=O)cc1 : -4 | nt | 17 | 2 | -6 | 0 | 0.3 | -4 | 0.8 | -4 | 1474
Results for CC(C)c1ccc(N2C(=O)NC(=O)/C(=C\c3cnc(-c4ccccc4)nc3)C2=O)cc1 : 0 | nt | 1 | -4 | -5 | 8 | -4.3 | -3 | 1 | nt | 1450
Results for CCCCn1c(O)c(C(CC)=NC(C)c2ccccc2)c(=O)[nH]c1=O (centres undefined) : 5 | nt | 12 | -4 | 4 | 6 | 1.5 | 9 | 0.9 | nt | 1626

Continued:
SMILES,PPARg SRC2 recr,ROMK primary,bIAP inh,PPARg SRC-3 ag,L major viab,TLR4-MyD88 BLA,DTT redox prof,PPARg SRC-1 ag,bIAP act,S1P3 antagonist,TR-FRET SRC-2 ct
Cc1cc(/C=C2\C(=O)NC(=O)N(Cc3ccccc3)C2=O)c(C)n1C1CC1,-5,-0.72,-7,3,1,1,0.2,-5,1.1,-4,1541
CCCC(=O)OCC[N+](C)(C)C,-2,nt,12,-3,-5,-3,0.5,7,0.9,-8,1518
CC(C)CCCn1c(O)c(/C=C2/C=CC=N2)c(=O)[nH]c1=O,9,nt,12,2,4,2,0.2,5,0.9,-2,1646
Cc1ccc(/C=C2\C(=O)NC(=O)N(Cc3ccccc3Cl)C2=O)o1,5,-0.55,4,3,16,4,-0.2,5,1,-4,1461
CCC(NC(=O)OC(C)(C)C)C(=O)Oc1cc(C)cc2oc(=O)c3c(c12)CCC3 (centres undefined),8,nt,4,3,0,1,1.7,2,1,nt,1589
COc1ccc(CC(=O)N2CCN(C)CC2)cc1OC,19,-0.15,-2,16,-5,0,0.0,0,1,nt,1720
Cc1cc(NC(=O)CCl)nn1C,0,1.1,-2,2,15,-9,-1.3,0,1,-14,1368
CSc1ccc(CN2CCN(C(=O)COc3cccc(C)c3)CC2)cc1,0,0.6,-14,4,87*,12,-0.3,4,1.1,-11,1577
CC(=O)NC(Cc1ccc(N(CCCl)CCCl)cc1)C(=O)O (centres undefined),0,0.63,15,9,-4,-7,0.6,0,0.8,nt,1706
COc1ccc(NP(=O)(Oc2ccccc2OC)Oc2ccccc2OC)cc1,5,-0.56,4,27*,3,11,-0.1,16,1,12,1429
CC1(C)C2([N+](=O)[O-])CN3CN(C2)CC1([N+](=O)[O-])C3,2,0.37,-27,1,-5,-5,-1.9,9,1.3,-10,1585
CC(C)(C)NS(=O)(=O)c1ccc(OCC(=O)N2CCN(Cc3ccccc3)CC2)cc1,8,-0.13,-6,-1,-1,-6,10,4,1.1,7,1444
Cc1ccc(CN2CCN(C)CC2)c(C)c1,4,nt,8,1,-6,3,-1.6,-5,0.9,26,1541
Cc1cc(C)nc(/N=C(\N)c2c(O)[nH]c(=O)[nH]c2=O)n1,2,nt,23,4,3,1,-3.9,13,0.8,nt,1522
CCCCN1C(=O)/C(=C/c2ccc(N(C)C)cc2)C(=O)N(Cc2ccco2)C1=O,8,-0.79,22,18,1,1,-4.8,7,0.8,nt,1528
CN1CCN(Cc2ccc(Br)s2)CC1,-6,0.096,8,-8,70*,-2,0.9,3,0.9,nt,1315
O=C1NC(=O)C2(Cc3ccccc3N3CCCC32)C(=O)N1Cc1ccccc1 (centres undefined),7,nt,13,3,-3,-7,-2.5,5,0.9,-12,1832
c1ccc(CNCCc2ccc3c(c2)OCO3)nc1,6,0.3,12,-2,0,-11,0.3,6,0.9,nt,1733
NCCCP(=O)(O)CCc1ccccc1,-10,0.18,0,-9,-8,6,0.9,2,1,-26,1490
CCOC(=O)C1(c2ccccc2)CCN(CC(=O)Nc2ccc(C)cc2)CC1,9,-0.66,-10,-1,9,-11,-1.7,8,1.1,5,1639
COc1ccc(-n2c(C)nc3cc(C(=O)N4CCC5(CC4)OCCO5)ccc32)cc1,2,-0.57,-7,-6,-1,1,0.7,-2,1.1,2,1548
COc1ccc(OC)c(-n2c(O)c(C=NCc3ccc4c(c3)OCO4)c(=O)[nH]c2=O)c1,-3,nt,5,6,2,-2,0.8,4,0.9,-18,1635
C=CCn1c(O)c(C(CC)=NCc2cc(OC)cc(OC)c2)c(=O)[nH]c1=O,5,nt,2,3,9,-7,0.3,2,1,1,1444
CCC(=O)N1CC(=O)Nc2ccc(F)cc2C1c1ccccc1 (centres undefined),4,nt,1,-5,4,3,-0.3,1,1,-8,1420
CN1CCN(c2ccc([N+](=O)[O-])c(NCC3CCCO3)c2)CC1 (centres undefined),7,nt,-2,-2,-1,0,0.0,13,1,-1,1525
O=C1NC(=S)NC(=O)C1=Cc1cccn1-c1ccc(O)cc1,13,nt,2,10,100*,12,-0.9,14,1,-15,1543
O=c1[nH]c(=S)[nH]c(O)c1N=Nc1ccc2c(c1)OCO2,6,-0.2,11,1,20,-10,-0.1,15,0.9,1,1666
COc1ccc(OC)c(C(c2c(O)c3ccccc3oc2=O)c2c(C)n(C)n(-c3ccccc3)c2=O)c1 (centres undefined),2,-0.75,13,7,-9,-13,-0.3,-6,0.9,4,1596
COc1cccc(O)c1CN1CCCC(C(=O)c2sccc2C)C1 (centres undefined),1,-0.83,8,4,32,11,1.4,9,0.9,13,1618
O=C(c1cccs1)N1C2CCC1CC(O)(c1cccnc1)C2 (centres undefined),-17,0.67,-6,-12,10,-8,-0.3,0,1.1,-3,1440
CCN(CC)CCNCC(=O)Nc1ccc(Cl)cc1C(=O)c1ccccc1,0,-1,-52,-2,1,-6,0.0,-1,1.5,nt,1524
COc1cc(-n2c(=S)[nH]c3ccc(C)cc3c2=O)c(Cl)cc1Cl,25*,2,6,19,44,-3,-0.4,19,0.9,-6,2137*
Cc1ncc(CN2CCCC(C(=O)c3cccc(Cl)c3)C2)s1 (centres undefined),14,0.071,3,6,85*,13,4.7,1,1,-5,1485
CCCCCc1nc2ccccc2c(=O)n1-c1ccccc1[N+](=O)[O-],10,-0.2,13,2,51*,-15,-0.5,4,0.9,-1,1605
COc1ccc(C(CC(=O)N2CCC3(CC2)OCCO3)NS(=O)(=O)c2ccc(F)cc2)cc1 (centres undefined),3,nt,3,-2,-4,2,-1.6,8,1,-9,1465
CCOC(=O)c1nc2ccccc2c(=O)n1-c1cccc(C)c1,-7,1.1*,4,-3,-5,-6,0.3,-2,1,nt,1432
CNS(=O)(=O)c1ccc(N=Cc2c(O)n(-c3cccc(C)c3)c(=O)[nH]c2=O)cc1,4,0.013,0,-2,-3,0,1.5,0,1,-2,1623
O=C(c1cc(-c2ccccc2)on1)N1CCC2(CC1)OCCO2,12,1.4,-3,8,-3,-7,-0.4,-1,1,-14,1550
O=C1CN(C(=O)CN2CCCCC2)C(c2ccccc2)c2cc(Br)ccc2N1 (centres undefined),-6,nt,-5,1,98*,0,2.7,-3,1,-3,1390
CN(C(=O)c1ccc(Cl)nc1)C1(c2ccccc2Cl)CCCCC1=O (centres undefined),0,0.29,2,5,0,-16,-0.1,3,1,-5,1602
c1cncc(CNCCc2c[nH]c3ccccc23)c1,-2,-0.81,3,0,23,11,-0.9,-9,1,0,1629
CCc1ccc(CNCCc2ccc(F)cc2)cc1,-3,-2.3,nt,-1,9,6,-0.1,3,0.4,-17,1314
O=C(COC(=O)c1cccc(O)c1)Nc1ccc(Cl)cc1C(=O)c1ccccc1,7,nt,17,2,-2,-1,0.2,3,0.8,-6,1522
Clc1ccccc1Nc1ncnc(-n2cccc2)n1,-2,nt,11,4,-4,2,1.6,-2,0.9,nt,1493
CC(C)CC12CN3CCN(CC(C3)/C1=N/O)C2,3,nt,8,7,-8,2,0.3,4,0.9,-39,1529
C=CCn1c(O)c(C(CC)=Nc2cc(OC)ccc2OC)c(=O)[nH]c1=O,-8,1.1,5,-7,7,4,0.0,6,0.9,-7,1690
O=C1NC(=O)C(=Cc2cn(CCOc3ccc4c(c3)OCO4)c3ccccc23)C(=O)N1,2,-5.6*,33,4,1,1,6.2,-2,0.7,nt,1525
